Source: PubChem BioAssay (several laboratories)
Peg3 prom inh: Peg3 promoter activity inhibition; 360,000 tested, 1.7% active; HeLa PEG-Prom luciferase reporter, luminescence, overnight; AID 588405; inhibition, % at 20 µM;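 active means inhibition of at least 50% at 20 µM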
KKLEB cytotox: reduces viability of KKLEB cystic fibrosis airway cells; AID 602141; 360,000 tested, 0.36% active; activity change (cytotoxicity), % at 5 µM; KKLEB CF airway cells viability, ATPlite luminescence, overnight; stronger effect = lower value; cells stimulated with P. aeruginosa culture filtrate;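 active means corrected activity change at or below -50% at 5 µM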
NR2E3 ag-1: human photoreceptor-specific nuclear receptor agonism; CHO-S Gal4-NCOR/VP16-NR2E3 two-hybrid, luciferase; inhibition of corepressor binding, % at 3.98 µM; 360,000 tested, 0.35% active; AID 602229;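 active means inhibition above the mean of all tested compounds plus 3 SD, cut at about 70% in these data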;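 further: 0% = DMSO with NR2E3 transfected cells and 100% = cells lacking NR2E3 construct; higher means lower luciferase signal from less NR2E3 corepressor binding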
Target sequence (Q9Y5X4 whole entry, looked up, the tested form may be a part): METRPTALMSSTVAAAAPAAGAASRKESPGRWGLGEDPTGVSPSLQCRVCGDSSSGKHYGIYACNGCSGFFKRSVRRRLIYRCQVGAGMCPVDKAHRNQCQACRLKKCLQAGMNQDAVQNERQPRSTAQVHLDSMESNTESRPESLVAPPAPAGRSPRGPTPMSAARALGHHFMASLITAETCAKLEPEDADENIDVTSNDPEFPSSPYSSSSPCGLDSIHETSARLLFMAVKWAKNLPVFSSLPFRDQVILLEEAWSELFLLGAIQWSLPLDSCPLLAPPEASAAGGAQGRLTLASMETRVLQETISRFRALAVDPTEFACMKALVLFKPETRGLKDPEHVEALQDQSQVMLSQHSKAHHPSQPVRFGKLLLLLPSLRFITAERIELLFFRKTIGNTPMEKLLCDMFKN
TRPM1 prom inh: inhibitors of MITF-driven TRPM1 promoter in melanoma cells; SK-MEL-5 TRPM1 promoter luciferase, 24 h; inhibition, % at 12.5 µM; 330,000 tested, 0.83% active; AID 488899;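 active means mean inhibition across replicates of 60% or more, whatever share of single replicates reaches that level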; further: values of inactives mirror those of a sister screen read the other way
aDG glyco act: increases alpha dystroglycan glycosylation; Pro5-aDG cells, alpha-DG glycosylation AlphaScreen (IIH6); 0% Pro5, 100% B10-LARGE cell signal; activation, % at 10 µM; 360,000 tested, 0.22% active; AID 624168;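 active means activation of at least 8% versus controls, or a plate z-score of at least 8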;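 further: Pro5 are CHO cells carrying HIG-tagged alpha-DG that lacks glycosylation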
HIF-2a block: inhibitors of HIF-2a. AID 624352. 360,000 tested, 0.72% active. inhibition, % at 18.8 µM. 786-0 RCC cells HIF-2a reporter, luciferase luminescence, overnight;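 active means inhibition of the luminescence signal of 40% or more relative to plate controls, in a single-dose primary screen at 18.75 µM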
hiPSC survival: hiPSC single-cell survival enhancement; 360,000 tested, 0.044% active; survival enhancement, % at 20 µM; AID 602274; ATPlite luminescence; 100% = ROCK inhibitor wells, 0% = DMSO; in the data active means survival enhancement above about 18%;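 further: cells exposed to compounds for 16 hours before the ATP read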
NR2E3 ag-2: activates human photoreceptor nuclear receptor NR2E3; Q9Y5X4; GST-NR2E3/biotin-RetCOR TR-FRET, 1536-well; inhibition of corepressor binding, % at 4.78 µM; 320,000 tested, 0.12% active; AID 2300;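 active means percent inhibition above the cutoff of mean plus 3 SD of all tested compounds, set per screening campaign, cut at about 20% in these data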;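 further: 0% = DMSO wells and 100% = biotin wells as full block of FRET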
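Test system: GST-NR2E3 and biotin-RetCOR proteins | Quantity: 1.35 nM GST-tagged NR2E3 final | Medium: Tris pH 7.5 | Also added: 7 nM biotin-RetCOR | Dosing: Compound at 4.8 µM, single dose | Timing: 5 h at 4 °C | Detection: Time-resolved FRET | Read-out basis: Percent inhibition | Benchmarks: Biotin wells as high control, 0.6% DMSO wells as low control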
TWEAK-Fn14 inh: blocks TWEAK-Fn14 interaction in a reporter cell assay | AID 1159606 | 360,000 tested, 2% active | TWEAK-stimulated Fn14 reporter cells, luciferase luminescence, 8 h | inhibition, % at 10 µM; in the data active means inhibition above about 50%
CF NFkB inh: inhibitors of cystic fibrosis induced NF-kB. KKLEB NF-kB-GFP reporter, PAF-induced, GFP fluorescence overnight. inhibition, % at 5 µM. 360,000 tested, 0.86% active. AID 588850;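 active means at least 50% inhibition at 5 µM, scaled per plate between neutral and stimulator controls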;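 further: PAF is a Pseudomonas aeruginosa culture filtrate used as stimulus; plate controls were PAF-stimulated DMSO wells for no effect and unstimulated DMSO wells for full effect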
Shn3 inh set2: inhibitors of Schnurri-3 3'UTR reporter in osteoblasts; AID 588674; Clone20 osteoblast Shn3 3'UTR firefly luciferase, 24 h; 360,000 tested, 0.52% active; inhibition, % at 12.5 µM;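 active means mean inhibition of at least 75% with every replicate also reaching 75%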;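 further: 0% = median of neutral control wells and 100% = pilot-screen positive control compound; some compounds past the cut are filed as inactive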
* = called active by the depositor; . = no result given.

SMILES | Peg3 prom inh | KKLEB cytotox | NR2E3 ag-1 | TRPM1 prom inh | aDG glyco act | HIF-2a block | hiPSC survival | NR2E3 ag-2 | TWEAK-Fn14 inh | CF NFkB inh | Shn3 inh set2
O=C(c1ccccc1Cl)N1CCN(S(=O)(=O)N2CCCCC2)CC1 | 10 | 12 | -34 | -1 | 0.1 | 12 | -0.6 | -2 | 5 | 12 | 0
CC(C)Nc1nc(Oc2ccc(Cl)cc2)cc(C(F)(F)F)n1 | -1 | 4 | 8 | 5 | -0.1 | -19 | 7.9 | -1 | -1 | -2 | 0
CNC(=O)Nc1ccccc1NC(=O)NC | 9 | -11 | 2 | -9 | -0.1 | 18 | 6.9 | 2 | -4 | 1 | 8
COc1ccc(C(=O)NCC2OCCc3ccccc32)cc1OC (stereo not drawn) | 7 | 0 | -22 | 1 | 0.0 | 5 | -1.0 | 2 | -6 | -6 | -1
CCn1c(SCC(=O)NNC(=O)c2ccc(C)cc2)nnc1-c1ccncc1 | 10 | -3 | -1 | 9 | 0.0 | 12 | -0.2 | 0 | 0 | 4 | 1
O=S(=O)(NCCc1ccccc1)c1ccc(Br)s1 | 19 | 19 | -21 | -23 | -0.1 | 3 | 2.3 | -6 | 5 | -1 | 11
Cc1ccc(S(=O)(=O)N2C[C@H]3[C@H]4C(=O)N(c5ccccc5)C(=O)[C@H]4C[C@H](OC(=O)NC4CCCC4)[C@@]3(O)C2)cc1 | -27 | -7 | -40 | . | 0.1 | -2 | 0.0 | . | -22 | 7 | 5
CC(=O)C1CCC2C3CCC4CC(=O)CCC4(C)C3C(O)CC12C (stereo not drawn) | 5 | 1 | -16 | -8 | 0.2 | -5 | -1.1 | . | -46 | -26 | 22
COCCOC(=O)c1[nH]c2c(c1C)C(=O)CC(c1ccc(F)cc1)C2 (stereo not drawn) | 34 | -10 | -51 | 13 | 0.1 | -4 | -2.2 | 1 | 8 | 14 | 41
CC1=C(C(=O)N2CCOCC2)CC(CC(=O)NC2CCCC2)C(=O)N1Cc1ccc(C(C)(C)C)cc1 (stereo not drawn) | -2 | -3 | 8 | . | -0.3 | 2 | -1.0 | . | -7 | -16 | -20
Cc1ccc(CN2CC(C(=O)N3CCN(c4ccccc4Cl)CC3)CC2=O)cc1 (stereo not drawn) | 15 | -2 | 21 | -2 | 0.1 | 18 | -0.5 | 3 | 19 | 18 | 2
O=C(Cn1cnc2cc([N+](=O)[O-])ccc2c1=O)Nc1cccc(S(=O)(=O)N2CCCCC2)c1 | 28 | -11 | 22 | 54 | 0.3 | 7 | -0.1 | . | 45 | -16 | -10
Cc1ccc(Cn2nc(C)c(C(=O)NCC(c3cccs3)N3CCOCC3)c2Cl)cc1 (stereo not drawn) | 22 | -8 | 23 | -2 | -0.2 | 9 | -0.5 | 0 | -4 | -9 | 7
CC(C)C[C@@H](CN1CCC[C@H]1CN1C(=O)C(=O)NC[C@@H]1Cc1ccccc1)N1C[C@H](Cc2ccc(O)cc2)N(CC2CCCCCC2)C(=O)C1=O | . | . | -8 | . | -0.1 | -13 | 0.1 | . | 20 | . | .
O=C(CSc1nnc(-c2cc3ccccc3cc2O)n1Cc1ccco1)N1CCc2ccccc2C1 | 23 | 14 | -19 | 4 | 0.5 | 7 | 0.2 | 0 | 26 | -2 | 19
FC(F)(F)c1nc(-c2ccncc2)ncc1-c1nnnn1-c1ccccc1 | 17 | -17 | 15 | 7 | 1.3 | 16 | -2.6 | 0 | 5 | 8 | 1
CCc1cc(=O)oc2cc(C)cc(OC(C)C(=O)NC3CC(C)(C)NC(C)(C)C3)c12 (stereo not drawn) | -6 | -6 | -12 | -5 | -0.1 | 11 | -0.1 | 0 | -10 | 3 | 13
Cc1ccc(NC(=O)c2ccccc2OCC(=O)c2ccccc2)cc1 | 2 | -10 | 6 | -14 | -0.1 | -60 | -0.9 | 0 | 12 | -1 | 6
COC(=O)CSc1nnc(-c2cccnc2)o1 | 3 | 7 | 14 | 5 | -0.1 | 13 | -0.9 | -1 | -8 | -13 | 3
CN1CCN(c2nc(-c3ccccc3)nc(-c3ccccc3)c2C#N)CC1 | 17 | -14 | -3 | -9 | 0.3 | 6 | -0.3 | 3 | 1 | 11 | 13
CCC1(c2ccccc2)ON(c2c(Br)cccc2Br)C1=O (stereo not drawn) | 73* | 7 | 7 | 23 | 2.5 | 33 | -2.6 | 1 | 26 | 24 | -26
CCS(=O)(=O)NCC(c1cccnc1)N1CCN(c2ccccc2OC)CC1 (stereo not drawn) | -7 | 7 | -2 | . | -0.3 | 9 | 0.9 | 2 | -1 | 29 | 0
O=C(O)CCN1c2cccc3cccc(c23)S1(=O)=O | 5 | 1 | -3 | 7 | 0.0 | 20 | -0.5 | 4 | 0 | -6 | 0
Cc1cc(N2CCN(C(=O)Oc3ccc([N+](=O)[O-])cc3)CC2)c2ccccc2n1 | . | . | -12 | . | 0.4 | -6 | 0.9 | . | 9 | . | .
COCC(=O)N(C)C[C@H]1Oc2ncc(C#C[C@H](C)O)cc2C(=O)N([C@@H](C)CO)C[C@H]1C | -3 | -3 | -8 | . | 0.2 | 4 | -2.2 | . | 10 | -14 | -12
COc1ccc(C(=O)NCc2ccc(N3CCN(C)CC3)cc2)cc1 | -2 | 1 | 12 | -1 | 0.0 | -5 | 1.3 | -2 | 14 | 0 | 13
CCC(=O)N1CCN(c2c(Cl)cccc2[N+](=O)[O-])CC1 | -11 | -1 | -24 | -4 | 0.0 | -4 | -2.3 | 3 | 9 | 8 | 2
COc1cc(CNc2ccc(C(=O)O)cc2)cc(Br)c1OCC(=O)NC(C)(C)C | 6 | -7 | -16 | -3 | -0.2 | 19 | 1.0 | 1 | -14 | 5 | 23
COc1ccc(C2=NOC(C(=O)NCCCn3ccnc3)C2)cc1 (stereo not drawn) | 12 | -8 | -23 | -2 | -0.2 | 7 | 3.8 | 4 | 15 | 11 | 2
CCOC(=O)C1(CC2CCCCO2)CCN(Cc2nc3ccccc3[nH]2)CC1 (stereo not drawn) | 18 | 2 | -8 | 0 | 0.3 | 21 | 4.9 | 6 | 9 | -3 | 12
Cc1cc(C)cc(NC(=O)Cn2c(=O)oc3cc(S(=O)(=O)N4CCC(C)CC4)ccc32)c1 | 68* | 3 | 40 | . | 0.0 | 11 | -1.5 | 4 | -1 | 19 | 29
O=C(CCN1C(=O)/C(=C/c2cccc(Br)c2)SC1=S)Nc1cccnc1 | -6 | 11 | 6 | -9 | -0.4 | 5 | -1.0 | 0 | -12 | 4 | -10
COc1cccc(CC(NC(C)=O)C(=O)NC2CCN(c3c(Cc4ccccc4)c(C)nc4ncnn34)CC2)c1OC (stereo not drawn) | 9 | -14 | -5 | -9 | -0.1 | 18 | 1.5 | -1 | 4 | 3 | -7
Cc1ccc(S(=O)(=O)NC(=O)C2(C)CCN2C(=O)c2c(C)noc2C)cc1 (stereo not drawn) | -7 | 4 | -4 | . | 0.2 | -1 | -1.7 | . | 2 | 0 | 7
CCCN1CCC(=O)N(CCSc2ccc(OC)cc2)CC1 | -10 | -16 | 15 | 24 | -0.2 | -17 | -2.1 | 4 | 17 | 14 | 5
COc1ccc(NS(=O)(=O)c2ccc(-c3ccccn3)s2)cc1 | 19 | 0 | 8 | . | 0.2 | 2 | 0.0 | -1 | 2 | 2 | 17
COc1cc(/C=N/NC(=O)c2ccncc2)ccc1OC(=O)c1ccc([N+](=O)[O-])cc1 | 15 | 3 | -11 | -4 | -0.1 | 15 | -1.8 | 0 | 5 | 7 | -1
c1ccc(CSc2nnc(-c3ccco3)c(-c3ccco3)n2)cc1 | 6 | -20 | -40 | -4 | -0.4 | -20 | -0.7 | 2 | 19 | 10 | 14
O=C(Cc1ccc(F)cc1)Nc1ccccc1N1CCCC1 | -3 | -6 | -7 | 4 | -0.4 | -1 | -0.2 | 1 | 9 | 26 | -33
CSc1ccccc1NC(=O)CN(C)CC(=O)NCC(=O)Nc1ccc(F)cc1 | -6 | 5 | -4 | -1 | -0.1 | 14 | 0.0 | 1 | -1 | -10 | -6
CCCCOc1ccc(S(=O)(=O)N2CCCCC2)cc1 | 11 | -6 | -6 | -16 | 0.3 | 10 | 0.4 | 1 | -7 | 14 | -12
COc1ccc(CN2CCCCCC2)c(C)c1C | 10 | 11 | -22 | 7 | -0.1 | 15 | -0.3 | 1 | 10 | -2 | 2
Cc1cc(/C=N/NC(=O)c2cccc([N+](=O)[O-])c2)c(C)n1-c1ccccc1 | -164 | -4 | -18 | -22 | 0.2 | -176 | 0.3 | 1 | -29 | 6 | 4
O=C(CCc1ccccc1)NCCSc1ccccc1 | -184 | 8 | -65 | -44 | -0.3 | -172 | 0.3 | 2 | -18 | -28 | -49
O=C(COc1ccc(S(=O)(=O)N2CCOCC2)cc1Cl)NCc1ccco1 | -15 | -12 | -16 | -4 | -0.2 | 13 | 0.5 | -1 | 10 | 10 | 12
CC[C@]12c3[nH]c4cc(-c5ccco5)ccc4c3CCN1C(=O)[C@@H](CC(=O)NCCCN(C)C)C[C@@H]2C(=O)N1CCN(C(=O)C2CC2)CC1 | -7 | 19 | -11 | -2 | 0.3 | 4 | -1.3 | . | -5 | -24 | 1
CC(OC(=O)CNC(=O)c1sc2ccccc2c1Cl)C(=O)NC1(C#N)CCCCC1 (stereo not drawn) | -4 | 6 | -16 | -2 | -0.3 | -2 | 1.4 | 8 | -20 | 5 | -1
COc1cc([N+](=O)[O-])ccc1NC(=O)c1cccc(NC(=O)C(C)C)c1 | -1 | 1 | -28 | -12 | 0.0 | -23 | 1.0 | 2 | -19 | -15 | -42
CN(C)/C=C1\NC(=S)N(c2ccccc2)C1=O | -6 | 8 | 5 | 5 | 0.2 | 4 | -0.3 | 7 | 9 | 1 | 0
CCOC(=O)c1ccc(NC(=S)NNC(=O)COC)cc1 | 1 | -5 | 6 | -12 | 1.8 | -3 | 2.3 | 7 | -3 | -13 | 5
O=C(O)C(Cc1ccnc2ccccc12)=NO | 6 | 12 | 10 | 6 | -0.1 | 18 | 7.0 | . | 0 | -13 | -1
Cc1ccc(Cl)c(OCC(=O)NN2CCN(C)CC2)c1 | -2 | -9 | 20 | 9 | 0.1 | 14 | -0.6 | 0 | 7 | 13 | 0

Reformatted: 3 of the compounds above
smiles	Peg3 prom inh	KKLEB cytotox	NR2E3 ag-1	TRPM1 prom inh	aDG glyco act	HIF-2a block	hiPSC survival	NR2E3 ag-2	TWEAK-Fn14 inh	CF NFkB inh	Shn3 inh set2
CN(C)/C=C1\NC(=S)N(c2ccccc2)C1=O	-6	8	5	5	0.2	4	-0.3	7	9	1	0
O=C(O)C(Cc1ccnc2ccccc12)=NO	6	12	10	6	-0.1	18	7.0	.	0	-13	-1
Cc1ccc(Cl)c(OCC(=O)NN2CCN(C)CC2)c1	-2	-9	20	9	0.1	14	-0.6	0	7	13	0
